# Compound activity as filed in PubChem BioAssay.
# CDK5 inh: inhibitors of human CDK5/p35 kinase, primary screen, biochemical, single concentration; hit rate 0.01% among 330,000; Recombinant CDK5/p35, ADP-Glo luminescence, 60 min; AID 488839, 2010; Cyclin-dependent kinase 5 (Homo sapiens) + Cyclin-dependent kinase 5 activator 1 (Homo …; inhibition, % at 10 µM;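 active means highest replicate inhibition of at least 50% and at least 75% of replicates reaching 50%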;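 further: plate controls were DMSO neutral control for no effect and GW8510 at 10 µM for full effect; many of its hits are not listed in these tables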
# phage Ecoli inh: growth loss of phage-infected E. coli, primary screen, RecBCD inhibitor project, absorbance, with phage, HTS | hit rate 0.26% among 360,000 | inhibition, % at 11.9 µM; in the data active means inhibition above about 11%
# HTR5A inv ag: HTR5A inverse agonists in luminescence cell assay, primary screen, counter-screen for OPRM1-OPRD1 heterodimer inverse agonist project, full-deck HTS. inhibition, % at 9.3 µM. HTR5A cell line, inverse agonism. 5-hydroxytryptamine receptor 5A (Homo sapiens), P47898. hit rate 0.083% among 340,000; in the data active means inhibition mostly above about 23%, no sharp cut-off; inactive means mostly below about 18%;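 further: 0% = cells with DMSO and 100% = no-cell wells with DMSO; some compounds called inactive have numbers as strong as hits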
# E coli growth: E. coli V3065 growth inhibition, primary screen, counter-screen for AddAB inhibitor project, absorbance, OD600. inhibition, % at 11.9 µM. AID 449728, 2010. 18 h. hit rate 0.27% among 330,000;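 active means inhibition above the campaign's mean inhibition across all tested compounds plus 3 SD, cut at about 9.9% in these data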;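 further: uninfected addAB+ strain grown without phage in ampicillin broth; 0% = DMSO wells and 100% = ciprofloxacin 0.95 µg/ml wells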
# HTR5A ag: HTR5A agonists in luminescence cell assay, primary screen, counter-screen for OPRM1-OPRD1 heterodimer agonist project, full-deck HTS; cell-based; activation, % at 9.3 µM; hit rate 0.61% among 340,000; in the data active means activation mostly above about 9.5%, no sharp cut-off; inactive means mostly below about 7.6%;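 further: 0% = cells with vehicle only and 100% = reference agonist; strong numbers were not always called active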
# PKA-R2B activ: activators of PKA-R2B holoenzyme, primary screen, biochemical, fluorescence polarization, Cy5-IP20, human; activation, % at 11.4 µM; AID 504700, 2011; PKA-R2B holoenzyme dissociation; R2B truncated from residue 108, S112A mutant; 0% DMSO only, 100% 113 µM cGMP; hit rate 0.079% among 340,000; cAMP-dependent protein kinase catalytic subunit beta (Homo sapiens) + cAMP-dependent …;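 active means activation above a cutoff set at the mean over all compounds plus 3 SD, cut at about 18% in these data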;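 further: higher means more holoenzyme dissociation and a rise in polarization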
# Target sequence (P31323 whole entry, looked up, other chains not shown, the tested form may be a part): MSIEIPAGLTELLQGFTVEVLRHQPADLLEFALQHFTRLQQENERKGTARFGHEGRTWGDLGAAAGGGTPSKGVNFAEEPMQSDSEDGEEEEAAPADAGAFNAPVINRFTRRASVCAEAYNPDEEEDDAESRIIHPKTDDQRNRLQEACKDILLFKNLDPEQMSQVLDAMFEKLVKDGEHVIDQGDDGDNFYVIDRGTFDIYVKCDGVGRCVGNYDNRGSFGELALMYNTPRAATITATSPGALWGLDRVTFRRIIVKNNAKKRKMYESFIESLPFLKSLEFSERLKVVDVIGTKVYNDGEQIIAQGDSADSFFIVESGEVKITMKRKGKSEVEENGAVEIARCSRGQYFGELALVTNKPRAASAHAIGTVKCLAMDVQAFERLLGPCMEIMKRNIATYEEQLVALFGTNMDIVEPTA
# Mot1-301 SUMO: yeast Mot1-301 growth rescue at high temperature, primary screen, SUMOylation pathway inhibitor project, S. cerevisiae, ATP luminescence, 38.5C; growth rescue, % at 18.8 µM; AID 2716, 2010; hit rate 1% among 320,000; S. cerevisiae Mot1-301 growth rescue; percent above DMSO median, 100 means doubled;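 active means every valid replicate shows activation above 250% relative to neutral control wells; inactive means the rest, any valid replicate at or below 250%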;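 further: OY570 slx delta 5 strain wells were the positive control but not used for scaling; some compounds called inactive have numbers as strong as hits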
# AddAB inh: growth inhibition of E. coli expressing H. pylori AddAB, primary screen, AddAB inhibitor project, absorbance | inhibition, % at 11.9 µM | hit rate 0.29% among 330,000; in the data active means inhibition above about 12%;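 further: 0% = vehicle wells of infected cells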
# DAGLB inh: DAGLB lipase inhibitors, primary screen, biochemical, fluorescence, HTS; inhibition, % at 5.17 µM; Diacylglycerol lipase-beta (Homo sapiens), Q8NCG7; HEK293T DAGLB membrane lysate, EnzChek fluorogenic substrate; hit rate 0.059% among 340,000; in the data active means inhibition above about 34%;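 further: 0% = enzyme with vehicle and 100% = wells lacking enzyme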
# Target sequence (Q8NCG7 whole entry, looked up): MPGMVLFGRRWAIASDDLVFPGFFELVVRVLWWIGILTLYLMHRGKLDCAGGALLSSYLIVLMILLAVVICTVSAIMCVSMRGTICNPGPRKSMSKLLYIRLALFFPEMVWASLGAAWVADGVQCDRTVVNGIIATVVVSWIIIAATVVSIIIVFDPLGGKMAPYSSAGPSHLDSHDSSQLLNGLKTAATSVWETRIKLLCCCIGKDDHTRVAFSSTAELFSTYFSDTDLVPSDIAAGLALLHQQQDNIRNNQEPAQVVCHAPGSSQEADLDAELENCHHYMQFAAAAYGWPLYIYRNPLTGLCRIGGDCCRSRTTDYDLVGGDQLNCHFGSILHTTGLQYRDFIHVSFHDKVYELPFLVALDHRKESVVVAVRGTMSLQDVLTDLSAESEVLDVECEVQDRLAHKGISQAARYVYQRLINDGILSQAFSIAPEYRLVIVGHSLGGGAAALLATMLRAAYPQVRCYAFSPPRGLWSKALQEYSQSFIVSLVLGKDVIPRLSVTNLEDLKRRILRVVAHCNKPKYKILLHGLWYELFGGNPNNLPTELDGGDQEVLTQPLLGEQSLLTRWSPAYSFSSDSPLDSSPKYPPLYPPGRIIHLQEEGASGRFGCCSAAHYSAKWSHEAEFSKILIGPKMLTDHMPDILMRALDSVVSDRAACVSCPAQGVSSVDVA
# Tat transport: E. coli Tat export inhibitors, primary screen, MC4100, TorA-mCherry reporter, fluorescence, single point | inhibition, % at 10 µM | hit rate 0.036% among 340,000;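 active means mean replicate inhibition at least 50% and at least half of replicates individually reaching 50%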;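 further: exported cargo escapes ClpAP degradation while cytoplasmic cargo is degraded and loses fluorescence; 0% = median of neutral control wells and 100% = median of NaSCN control wells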
# PKA-R1A activ: activators of PKA-R1A holoenzyme, primary screen, biochemical, fluorescence polarization, Cy5-IP20, bovine R1A, mouse PKAc; hit rate 0.083% among 340,000; cAMP-dependent protein kinase type I-alpha regulatory subunit (Bos taurus) + …; PKA-R1A dissociation; scaled: DMSO 0%, 113 µM cGMP 100%; activation, % at 11.4 µM;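 active means percent activation above the mean of all tested compounds plus 3 SD, cut at about 19% in these data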;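 further: higher means more PKAc released from R1A so a rise in polarization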
# * = called active by the depositor; . = not tested or not shown; & = joins results of further samples.
Compound	HTR5A ag	DAGLB inh	PKA-R1A activ	phage Ecoli inh	Tat transport	CDK5 inh	AddAB inh	HTR5A inv ag	Mot1-301 SUMO	PKA-R2B activ	E coli growth
CCOP(=O)(OCC)C(NS(=O)(=O)c1ccccc1)C(Cl)(Cl)Cl (centres undefined)	-4	-4	-5	5.8	6	-0.4	1.2	12	-8	0	0.3
C=C1C2C[C@H](O)C(C)(C)[C@@]2(O)[C@H](O)C[C@]23C[C@@](C)(O)[C@H](CC[C@H]12)[C@H]3OC(C)=O (some centres undefined)	14	-1	-1	0.8	11	-0.3	3.1	15	-12	-4	-1.0
C[N+]1(CC(COCc2ccccc2)OC(=O)Cc2ccccc2)CCOCC1 (centres undefined)	5	0	4	2.4	6	-0.3	2.8	-7	-7	-5	0.3
[O-]c1ccccc1-[n+]1c(-c2ccccc2)cc(-c2ccccc2)cc1-c1ccccc1	0	5	2	0.9	4	-0.6	6.5	1	-10	3	3.2
O=C/C=C/c1ccccc1	0	3	3	2.3	3	1.1	1.4	-8	.	5	0.1
Cc1ccc(-n2c(O)c(/C=N/NC(=O)c3ccncc3)c(=O)[nH]c2=O)cc1C	4	2	-8	2.3	11	0.5	-0.5	-5	-7	-1	0.9
Cc1cccc(C)c1N1CCN(c2c(C)cccc2C)CC1	-2	-5	-6	1.2	12	-4.6	.	7	22	-8	.
CNCCc1c[nH]c2ccc(O)cc12	124*	1	4	3.0	-7	-0.5	-1.4	-304	-4	-4	0.5
Cc1ccc(C(=O)COC(=O)Cc2ccccc2)cc1	-4	-13	-8	1.7	6	0.8	5.8	11	83	-1	0.0
CCCc1nc2ccccc2c(=O)n1-c1cccc(OC)c1	3	2	1	1.4	2	-0.4	2.2	-12	-16	-8	2.0
COc1ccc2c(c1)CC1(CN2C)C(=O)NC(=O)N(c2ccc(C)cc2)C1=O (centres undefined)	2	3	-9	3.8	-1	-1.5	1.4	-6	-14	6	-2.1
Cc1nn(C)cc1/C=C1/CC2C3CC=C4CC(O)CCC4(C)C3CCC2(C)C1=O (centres undefined)	4	0	0	1.8	5	-1.9	1.1	7	6	1	-1.3
CC12C(C(=O)O)C1(c1ccccc1)C2C(=O)O (centres undefined)	2	-1	9	2.5	-7	-0.1	.	-6	.	-5	.
O=C(Nc1ccc(Cl)c(Cl)c1)c1ccco1	2	-5	-7	3.9	-6	0.0	1.8	7	-10	3	2.0
O=c1c2ccccc2nc(CNc2ccccc2)n1-c1ccccc1	0	0	-6	-0.9	-3	0.3	-1.1	-4	9	-6	-0.4
CNC(=O)O/N=C(\N)Cc1csc2ccc(Cl)cc12	3	-3	-13	3.3	10	-0.7	5.6	1	-4	-15	2.3
O=C(NCCCN1CCOCC1)C(Cl)(Cl)Cl	1	-1	3	4.6	5	0.6	3.0	-8	-22	-1	-1.7
Cc1[nH]c2ccc(O)cc2c1CCN	40*	3	-12	1.5	-1	0.7	-0.1	-144	-17	0	-1.2
N#CC1C(C#N)C2CCC1C1C2N1c1ccccc1 (centres undefined)	4	3	8	4.1	-7	-1.7	.	-15	.	-6	.
Cn1c(O)c(/C=C2\C=Nc3ccccc32)c(=O)n(C)c1=O	0	-2	5	1.3	10	0.4	4.0	0	-1	-5	-2.4
O=C(Cn1ccc2ccccc2c1=O)NCC(=O)N1CCC2(CC1)OCCO2	6	3	-6	0.7	-13	0.3	2.5	-6	145	0	3.2
O=[N+]([O-])c1cccc(NP(=O)(N2CC2)N2CC2)c1	-7	2	-4	1.9	2	1.0	.	26	.	0	.
CN1C(CC(O)c2ccccc2)CCCC1CC(O)c1ccccc1 (centres undefined)	5	-2	-10	6.1	5	-0.6	1.9	-17	26	-10	-1.9
C=CCN1C(=O)C2(C(C(=O)OCC)=C(N)Oc3ccccc32)C2=C1CCCC2=O (centres undefined)	2	-1	1	2.0	2	-2.1	-2.1	-20	-8	-7	-2.4
Cc1ccc(N2C(=O)NC(=O)C(CCc3ccccn3)(Cc3cccc(Cl)c3Cl)C2=O)cc1 (centres undefined)	1	2	8	3.8	7	0.3	-1.2	-10	19	-4	-0.5
CC[C@H](C)/C=C(C)/C=C/C1=CC2=C(Cl)C(=O)[C@@](C)(OC(C)=O)C(=O)C2=CO1	0	30	-2	.	6	1.8	0.0	16	2	-8	-0.7
CCCCNC(C)Cc1ccccc1 (centres undefined)	0	-1	3	3.6	-3	-0.2	0.7	1	.	-2	-0.6
Cc1cccc(NC(=O)CN2CCN(C(=O)COc3cccc(Br)c3)CC2)c1C	1	2	-8	2.5	-5	0.7	-1.9	-2	151	-2	-0.7
CCOc1cc(C)cc2oc(=O)c3c(c12)CCCC3	1	-4	-2	2.3	3	1.3	-0.3	-5	3	1	-1.7
Oc1ccc2c3c1OC1[C@H](O)CC[C@@]4(O)[C@@H](C2)N(CC2CC2)CC[C@]314 (some centres undefined)	-2&3	1&-2	3&5	3.1&0.8	3&-4	-8.0&-0.9	0.5&-3.1	4&-6	.	3&-6	-0.6&-1.1
N/C(=N\N=C\c1ccc(O)cc1O)N[N+](=O)[O-]	-2	1	9	2.8	2	-0.2	3.3	-14	1	-4	2.2
Cc1ccc(C2(O)CN3CCC2CC3)cc1 (centres undefined)	1	-1	-6	3.8	-2	-0.9	0.8	-5	40	4	-1.2
CC1(C)CSC(=NCc2ccccc2)N1	-6	0	-4	3.2	1	0.7	-0.8	15	46	6	-0.2
Cc1ccc(S(=O)(=O)N2CC3CC(C2)c2cccc(=O)n2C3)cc1 (centres undefined)	-4	2	0	-1.1	0	0.2	0.7	9	-1	5	-0.2
Cc1[nH]c2ccccc2c1CCCNC1CCCCC1	5	1	6	3.4	0	.	3.7	21	-5	-6	-0.5
CCCOP(=O)(OCCC)C(NC(=O)c1cc(OC)c(OC)c(OC)c1)c1ccccc1 (centres undefined)	-4	1	3	3.5	2	-2.0	0.2	11	.	-5	-0.6
COCCNC(=O)Cn1cc(/C=C2\C(=O)NC(=O)N(c3cccc(C)c3C)C2=O)c2ccccc21	1	3	0	-0.6	-2	-0.5	0.0	-3	-3	2	0.8
CCN(CC)c1ccc(/C=C2/C(=O)NC(=O)N(Cc3ccco3)C2=O)cc1	-3	4	6	4.0	-15	-20	-2.4	7	-1	-7	-0.2
COc1cc(CNCCc2ccc3c(c2)OCO3)cc(OC)c1OC	0	1	8	0.9	-5	-0.1	-0.5	0	3	4	-0.5
CCCCn1c(O)c(C(CC)=Nc2ccc(OC)cc2OC)c(=O)[nH]c1=O	-9	5	-8	0.8	2	0.0	0.6	-21	3	-4	1.0
COC(=O)C(O)(c1c(C)[nH]n(-c2ccccc2)c1=O)C(F)(F)F (centres undefined)	4	5	14	0.0	8	0.0	3.7	11	8	-1	1.1
COC1C(O)C(C)OC(OC2CCC3(C=O)C(CCC4C3CCC3(C)C(C5=CC(=O)OC5)CCC43O)C2)C1O (centres undefined)	20*	-3	-2	1.4	0	-0.2	.	-11	.	-8	.
C[C@]12CCC3C(CC[C@H]4C[C@@H](O)[C@H](O)C[C@]34C)C1CC[C@@H]2O (some centres undefined)	-1	1	-3	-0.5	-14	1.8	1.4	2	31	-5	0.8
CCCCn1c(=O)c(C(=O)Nc2ccccc2)c(O)c2ccccc21	2	-2	-5	4.6	0	0.7	1.9	-1	-3	6	2.5
O=C1NC(=O)C(CCc2ccncc2)(CCc2ccncc2)C(=O)N1Cc1ccc(F)cc1	-1	1	-1	3.1	0	0.2	-1.2	3	-12	1	-2.6
CC=C(C)C(=O)OC1CCN2CC=C(COC(=O)C(O)(C(C)OC)C(C)(C)O)C12 (centres undefined)	-3	-3	3	4.3	3	0.5	.	12	.	3	.
COc1ccccc1OCC#CCN1CCCC1	4	3	-11	1.1	-2	2.0	3.0	2	317	1	2.1
O=C(CNC(=O)c1cccc(Cl)c1)Nc1ccc(Br)cc1C(=O)c1ccccc1	3	-7	4	2.3	1	-3.0	0.0	8	-6	-13	1.4
Cc1cc(Cl)ccc1OCC(=O)N1CCN(C)CC1	0	-1	-2	1.7	7	0.3	-1.7	2	.	1	-0.2
CC(C)c1ccc(NC(=O)CCNC(=O)N2C[C@H]3C[C@@H](C2)c2cccc(=O)n2C3)cc1	-1	0	0	3.4	-3	0.2	2.5	26	4	0	-2.0
CCOC(=O)c1c(NS(=O)(=O)c2ccccc2)n(CCCOC)c2nc3ccccc3nc12	-3	-5	2	1.2	10	-0.6	-1.3	-29	100	-2	-2.2

# An excerpt from above, showing only PKA-R1A activ and phage Ecoli inh:
canonical_smiles	PKA-R1A activ	phage Ecoli inh
N/C(=N\N=C\c1ccc(O)cc1O)N[N+](=O)[O-]	9	2.8
Cc1ccc(C2(O)CN3CCC2CC3)cc1 (centres undefined)	-6	3.8

# Of the compounds above, these contain four or more nitrogen atoms.
Compound	HTR5A ag	DAGLB inh	PKA-R1A activ	phage Ecoli inh	Tat transport	CDK5 inh	AddAB inh	HTR5A inv ag	Mot1-301 SUMO	PKA-R2B activ	E coli growth
Cc1ccc(-n2c(O)c(/C=N/NC(=O)c3ccncc3)c(=O)[nH]c2=O)cc1C	4	2	-8	2.3	11	0.5	-0.5	-5	-7	-1	0.9
O=[N+]([O-])c1cccc(NP(=O)(N2CC2)N2CC2)c1	-7	2	-4	1.9	2	1.0	.	26	.	0	.
N/C(=N\N=C\c1ccc(O)cc1O)N[N+](=O)[O-]	-2	1	9	2.8	2	-0.2	3.3	-14	1	-4	2.2
COCCNC(=O)Cn1cc(/C=C2\C(=O)NC(=O)N(c3cccc(C)c3C)C2=O)c2ccccc21	1	3	0	-0.6	-2	-0.5	0.0	-3	-3	2	0.8
O=C1NC(=O)C(CCc2ccncc2)(CCc2ccncc2)C(=O)N1Cc1ccc(F)cc1	-1	1	-1	3.1	0	0.2	-1.2	3	-12	1	-2.6
CC(C)c1ccc(NC(=O)CCNC(=O)N2C[C@H]3C[C@@H](C2)c2cccc(=O)n2C3)cc1	-1	0	0	3.4	-3	0.2	2.5	26	4	0	-2.0
CCOC(=O)c1c(NS(=O)(=O)c2ccccc2)n(CCCOC)c2nc3ccccc3nc12	-3	-5	2	1.2	10	-0.6	-1.3	-29	100	-2	-2.2

# Not all compounds are listed, so the mix of outcomes need not match the whole.
